NOD2 inhibition: NOD2 signaling inhibitors, cell-based, luminescence, uHTS, HEK293 (AID 1566); HEK293 NOD2/NF-kB luciferase reporter, luminescence; higher % means a stronger effect; inhibition, % at 4 µM, or EC50 in µM where a hit was titrated; hit rate 0.63% among 290,000; in the data active means inhibition above about 50%; further: many of its hits are not listed in these tables
Hep lipid drop: inhibitors of hepatocyte lipid droplet formation, primary screen, imaging, high-throughput imaging, BODIPY stain | AML12 mouse hepatocytes, oleate lipid droplets | inhibition, % at 6.5 µM | hit rate 0.4% among 240,000;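 active means lipid droplet intensity inhibited by at least 50%, with more than 500 cells counted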
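Assay system: AML12 mouse liver cells | Compound dosing: One dose, 6.5 µM compound | Read-out basis: Droplet intensity reduction, % inhibition | Measured by: Fluorescence imaging, 20x objective, two fields per well | Schedule: Overnight treatment with compound plus oleate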
Dynein cargo inh: inhibitors of GR-EGFP nuclear translocation, primary screen, dynein cargo transport inhibitor project, imaging, high-content, 3617.4 mouse cells. test concentration mostly 20 µM; stimulated with dexamethasone, 1 µM; stronger effect = lower value. z-score, hits read low. hit rate 0.47% among 220,000. AID 1381, 2008;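 active means plate z-score of nuclear minus cytoplasmic receptor signal below a set negative limit, without overly bright fluorescence or cell loss, cut at about -3.5 in these data, passing the limit was not always enough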;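 further: z-score of nuclear minus cytoplasmic ring GR-EGFP intensity difference per well; some compounds called inactive have numbers as strong as hits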
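Buffer or medium: tet-free, stripped-serum medium; reagent: dexamethasone at 1.0 µM final, 30 min; incubation: 48 h induction, 1 h compound, 30 min dex at 37 °C; measured by: formaldehyde fixation, Hoechst nuclear stain, 10x automated fluorescence imaging; read-out: nuclear-to-cytoplasmic GR-EGFP distribution per well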
MT stabilize HCS: microtubule stabilizers in HeLa cells, primary screen, imaging, high-content imaging; hit rate 0.83% among 200,000; AID 2205, 2009; % tubulin-high responders, % at 10 µM; HeLa tubulin immunostaining HCS, 24 h; share of cells brighter than vehicle mean+2SD;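 active means plate Z-score above 3 for both tubulin-high and condensed-nucleus cell shares, with cell loss under 80%, at 10 µM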;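 further: anti alpha tubulin signal scored within the nucleus-defined area of each cell; some results filed as inactive read as strong as hits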
Yfh1-depleted yeast: enhancers of respiration in Yfh1-depleted yeast, dose response, Friedreich's ataxia, plus single-dose screen (AID 1465) | one-dose fold induction at 50 µM; EC50 in µM for titrated hits | S. cerevisiae Yfh1-off respiration, WST-1 reduction, 72 h; higher fold induction means a stronger effect | hit rate 0.074% among 220,000;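 active means fold induction of absorbance versus untreated yeast above a set limit, then at least 30% activation at any dose in follow-up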;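 further: activators that raise dye reduction in frataxin-depleted yeast; strong numbers were not always called active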
bCat nuc transl: modulators of beta-catenin nuclear translocation, primary screen, imaging, HeLa cells, immunofluorescence, high-content | hit rate 0.3% among 190,000 | nuclear translocation activity, % at 5 µM;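 active means nuclear translocation activity above 50% at 5 µM, with a well cell count of 50 or more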;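 further: per-cell ratio of nuclear to cytoplasmic median beta-catenin stain intensity; plate controls were DMSO negative control for no effect and GSK-3 inhibitor IX positive control for full effect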
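System: HeLa cells, endogenous beta-catenin; compound dosing: 5 µM primary single dose, 0.1% DMSO, 0.02–20 µM confirmation series; incubation: 24 h compound exposure at 37°C, 5% CO2; signal: beta-catenin immunofluorescence imaging with DAPI; evaluation: % activation, nuclear-to-cytoplasmic median beta-catenin signal ratio per cell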
Ins promoter up: insulin promoter activators in MIN6 cells, imaging, high-content screening, mouse beta cells. MIN6 insulin promoter-GFP reporter; stronger effect = higher value. z-score at 5 µM. hit rate 0.3% among 190,000;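 active means z-score above 3 at 5 µM with at least 500 cells counted in the well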
WT yeast gro inh: growth inhibition of WT strain, primary screen, mitochondrial fusion inhibitor project, WT and mutant strains, chemical genetic; hit rate 2.1% among 190,000; inhibition, % at 10 µM; mitochondrial fusion phenotypic screen; AID 1362, 2008; in the data active means inhibition above about 58%; tested in S. cerevisiae
Autophagy mod: autophagy modulators in MEF cells, primary screen, imaging, high-content, MEF GFP-LC3 | calls only at 10 µM (by protocol) | hit rate 0.98% among 190,000 | MEF GFP-LC3 puncta imaging; test concentration mostly 10 µM | AID 463193, 2010;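 active means percentage of spot-positive cells more than 3 SD above its plate mean, without a fluorescence outlier flag or 80% toxicity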;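 further: spot-positive cell cutoff set from DMSO-treated cells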
WT yeast gro inh mutant strain: recorded beside WT yeast gro inh, whose call it bears; inhibition, %; mitochondrial fusion phenotypic screen, mutant strain inhibition
Dynein cargo inh cytoplasmic EGFP: second read-out of Dynein cargo inh, no call of its own (marks repeat the call); z-score; measured here: cytoplasmic GR-EGFP intensity; stronger effect = higher value
Dynein cargo inh nuclear GR-EGFP: further read-out of Dynein cargo inh, marked with its call; z-score; measured here: nuclear GR-EGFP intensity;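 lower value marks the stronger effect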
Dynein cargo inh cell count: further read-out of Dynein cargo inh, marked with its call; z-score; measured here: cell count per field
Ins promoter up cell count: recorded beside Ins promoter up, whose call it bears; cell count; measured here: cytotoxicity, nuclei count;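 total cells summed across four imaged fields per well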
Hep lipid drop cells 6.5 µM: second read-out of Hep lipid drop, no call of its own (marks repeat the call); cell count; measured here: cell count, cytotoxicity flag;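 cells counted across two imaged fields per well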
bCat nuc transl cell count 5 µM: recorded beside bCat nuc transl, whose call it bears; cell count; measured here: cell count, cytotoxicity flag
MT stabilize HCS Hoechst-high %: also measured in MT stabilize HCS; calls as there; % Hoechst-high responders; measured here: nuclear condensation Hoechst responders;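 share of cells brighter than vehicle mean plus two SD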
MT stabilize HCS cytotoxicity %: also measured in MT stabilize HCS; calls as there; toxicity, %; measured here: cytotoxicity by cell density;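 0% = mean cell density of plate MIN control wells and 100% = no cells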
Autophagy mod cell loss 18 h: second read-out of Autophagy mod, no call of its own (marks repeat the call); toxicity, %; measured here: cell loss, nuclei count;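 cell loss after 18 h compound exposure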
* marks the source's active call; other numbers are inactive results; i = inactive; . = not tested or not shown. This is a subset. The share of hits here may be higher or lower than overall.

The line under a structure holds: Ins promoter up, bCat nuc transl, NOD2 inhibition, Yfh1-depleted yeast, MT stabilize HCS Hoechst-high %, Dynein cargo inh nuclear GR-EGFP, Dynein cargo inh, WT yeast gro inh mutant strain, Autophagy mod, Dynein cargo inh cytoplasmic EGFP, bCat nuc transl cell count 5 µM, Hep lipid drop, Hep lipid drop cells 6.5 µM, Autophagy mod cell loss 18 h, Dynein cargo inh cell count, MT stabilize HCS cytotoxicity %, Ins promoter up cell count, WT yeast gro inh, MT stabilize HCS
CCOc1cccc(C2C(C#N)=C(N)Oc3cc(C)[nH]c(=O)c32)c1OCC (stereo not drawn)
  0.67, 0.1, -3%, i, ., 0.18, 0.037, ., ., -0.27, 1321, -24, 704, ., 0.093, ., 1050, ., .
COc1ccc(Nc2nc(N)c([N+](=O)[O-])c(N3CCOCC3)n2)cc1
  -1.5, 0.6, 22%, i, ., -0.095, -0.058, ., ., -0.23, 1260, -38, 757, ., -0.19, ., 1434, ., .
CCn1c(=O)cc(OCC(=O)N2CCCC2)c2ccccc21
  -1.2, ., 6%, i, 1.8, 0.43, 0.53, -2, i, -0.1, ., ., ., 3, -0.51, 6.0, 920, 3, 3.9
COC(=O)c1ccc(N2C(=O)CC(N(C)Cc3ccccc3)C2=O)cc1 (stereo not drawn)
  -0.39, -1.9, 4%, i, 3.2, 0.41, 0.22, 0, i, -0.24, 1173, 1, 747, 0, 0.37, 6.4, 1330, -9, 2.3
COc1cc(C2C(C(=O)Nc3ccc(F)cc3)=C(C)Nc3nc(CCCO)nn32)cc(OC)c1OC (stereo not drawn)
  -0.37, ., 8%, i, 2.9, -0.45, -0.81, -2, i, -0.23, ., ., ., -2, 0.33, 10, 937, 10, 1.5
Cc1ccc2ncnc(NCCC(=O)O)c2c1
  0.02, 3.0, 7%, i, 2.1, -0.047, -0.69, 5, i, -0.16, 1181, 18, 753, 6, -1.2, 7.7, 1154, 3, 3.7
C=C(C)Cn1c(SCC)nc2ccccc2c1=O
  -0.86, 2.5, 3%, i, 1.2, -0.67, -0.12, -1, i, 0.078, 1095, 8, 712, 3, -0.25, 5.3, 1637, -3, 2.6
COc1ccc(CCn2nnnc2CN2CCN(C(=O)c3ccco3)CC2)cc1OC
  ., -0.5, 8%, i, 2.1, 0.089, -0.41, 4, i, -0.25, 1017, -7, 738, 20, 0.13, 6.6, ., 0, 2.4
COC(=O)CNC(=O)C1CCN(C(=O)OCc2ccccc2)CC1
  -0.39, 0.3, 1%, i, 1.2, -0.48, -0.34, 25, i, -0.22, 1160, -25, 591, 1, 0.4, 7.1, 1709, 10, 0.5
O=C(NCCCN1CCOCC1)C(=O)NCC1CCCO1 (stereo not drawn)
  -0.14, -1.8, -8%, i, 1.4, 0.065, -0.43, 3, i, -0.23, 1223, 0, 635, -4, 0.49, 0.7, 1490, -3, 1.6
Cc1cccc(C)c1OCC(=O)Nn1c(C)nc2ccccc2c1=O
  1.2, -3.5, 2%, i, 1.7, 0.32, 0.49, -3, i, 0.15, 727, ., ., 1, -0.61, 14, 1080, -3, 5.0
FC(F)(F)c1cccc(Cn2nnnc2-c2cc(Cl)cc(Cl)c2)c1
  -0.23, -0.3, 13%, i, 2.0, 0.94, 0.39, 3, i, -0.14, 1301, ., ., -13, -0.19, 6.2, 1654, 3, 2.1
Cc1c(CCOC(=O)c2ccccc2)sc[n+]1Cc1ccccc1
  -0.48, 0.5, 7%, i, 2.2, 0.76, 2.3, 0, i, -0.23, 917, -9, 518, 1, -1.4, 4.4, 2084, 18, 4.6
COc1ccccc1NS(=O)(=O)c1cc(NC(=O)CCNC(C)=O)ccc1C
  0.08, -0.8, 11%, i, 1.6, -0.36, -1, 3, i, 0.41, 1036, 20, 709, -7, 0.71, 4.4, 1191, 1, 2.1
Cc1nc2c(c(N3CCOCC3)n1)OCC(=O)N2
  -0.8, 0.6, -15%, i, 1.9, 1.3, 1.2, 6, i, -0.14, 1146, ., ., 11, -1, 7.5, 1376, -8, 4.3
COc1ccc(NC(=O)CN(c2cc(C)cc(C)c2)S(=O)(=O)c2c(C)noc2C)cc1OC
  1, 0.4, -4%, i, 2.7, -0.16, -0.93, -3, i, -0.2, 1071, -16, 576, 13, 0.3, 9.0, 1460, 3, 6.2
CC1CC(C)(C)N(C(=O)CSc2ccc(-c3ccc(F)cc3)nn2)c2ccccc21 (stereo not drawn)
  0.34, -1.2, 10%, i, 1.1, -0.73, -0.73, 48, i, -0.25, 1332, ., ., -4, 0.88, 0.2, 1600, 57, 1.7
O=C(NC1(O)C(=O)c2ccccc2C1=O)c1ccccc1
  0.6, -2.3, -3%, i, 2.2, 0.042, 1.5, -6, i, -0.23, 1009, 11, 649, 2, -1.5, 4.0, 1839, -2, 5.2
c1ccc(-c2ccc3c(c2)NCCN3)cc1
  -0.5, -0.5, 5%, i, ., 0.87, 0.37, ., ., -0.19, 1309, -1, 576, ., -1.4, ., 1038, ., .
COC(=O)C1=C(C)NC(=O)CC1c1ccccc1OC (stereo not drawn)
  0.05, 1.5, -7%, i, 1.8, 0.2, 0.041, 7, i, -0.15, 1020, 8, 747, -12, 0.18, 8.7, 1502, 10, 4.1

Quoted from the listing (two entries):
The line under a structure holds: Ins promoter up, bCat nuc transl, NOD2 inhibition, Yfh1-depleted yeast, MT stabilize HCS Hoechst-high %, Dynein cargo inh nuclear GR-EGFP, Dynein cargo inh, WT yeast gro inh mutant strain, Autophagy mod, Dynein cargo inh cytoplasmic EGFP, bCat nuc transl cell count 5 µM, Hep lipid drop, Hep lipid drop cells 6.5 µM, Autophagy mod cell loss 18 h, Dynein cargo inh cell count, MT stabilize HCS cytotoxicity %, Ins promoter up cell count, WT yeast gro inh, MT stabilize HCS
CCOc1cccc(C2C(C#N)=C(N)Oc3cc(C)[nH]c(=O)c32)c1OCC (stereo not drawn)
  0.67, 0.1, -3%, i, ., 0.18, 0.037, ., ., -0.27, 1321, -24, 704, ., 0.093, ., 1050, ., .
COc1ccc(Nc2nc(N)c([N+](=O)[O-])c(N3CCOCC3)n2)cc1
  -1.5, 0.6, 22%, i, ., -0.095, -0.058, ., ., -0.23, 1260, -38, 757, ., -0.19, ., 1434, ., .

More results.
The line under a structure holds: Ins promoter up, bCat nuc transl, NOD2 inhibition, Yfh1-depleted yeast, MT stabilize HCS Hoechst-high %, Dynein cargo inh nuclear GR-EGFP, Dynein cargo inh, WT yeast gro inh mutant strain, Autophagy mod, Dynein cargo inh cytoplasmic EGFP, bCat nuc transl cell count 5 µM, Hep lipid drop, Hep lipid drop cells 6.5 µM, Autophagy mod cell loss 18 h, Dynein cargo inh cell count, MT stabilize HCS cytotoxicity %, Ins promoter up cell count, WT yeast gro inh, MT stabilize HCS
Cn1c(NC(=O)c2ccc(Cl)cc2)cc(=O)n(C)c1=O
  0.75, 1.4, 3%, i, 2.5, -0.059, 0.025, 4, i, -0.24, 1167, -4, 710, 1, 0.94, 0.6, 1131, 12, 3.6
COc1cccc(C(=O)Nc2cnn(C(C)C)c2)c1
  -0.59, 1.7, -27%, i, 2.9, 0.89, 0.41, 3, i, -0.34, 1086, 10, 702, 3, 0.15, 3.4, 1231, -7, 5.9
O=C(C1CC(=O)N(c2ccc3c(c2)OCCO3)C1)N1CCN(c2ccccc2)CC1 (stereo not drawn)
  -0.1, 1.6, 15%, i, 3.1, 0.57, 0.38, 1, i, -0.31, 1068, -2, 720, -3, -0.5, 21, 1236, 11, 3.7
N#C/C(=C(/O)c1ccc(F)cc1)c1nc2ccccc2s1
  -0.04, 0.5, -13%, i, 3.3, -0.37, -0.84, 16, i, -0.33, 1041, -2, 650, 2, 0.56, 0.9, 1125, 6, 3.3
O=C(Oc1cc(=O)oc2c1c(=O)n1c3c(cccc23)CC1)c1ccccc1
  0.75, 0.9, -5%, i, ., -0.4, -0.73, ., ., -0.049, 1256, -14, 547, ., 1.1, ., 1096, ., .
CC1=C(C(=O)Nc2ccccc2)C(c2cccnc2)n2nc(-c3cccnc3)nc2N1 (stereo not drawn)
  0.23, -2.6, 1%, i, 3.1, 0.49, 0.32, ., i, -0.18, 1475, ., ., -3, 0.58, 8.3, 1513, ., 7.9
CCOc1ccccc1NC(=O)C1CCCN(S(=O)(=O)c2ccc(OC)c(C)c2)C1 (stereo not drawn)
  -0.31, 0.6, 2%, i, 1.2, -0.53, -0.78, 0, i, -0.28, 1164, 11, 771, 1, 0.42, 7.3, 1201, 18, 1.8
C=C(C)C(=O)N1CC2(CC(c3cccc(NC(=O)/C=C\C=C/C)c3)=NO2)C[C@H]1C(N)=O (stereo partly drawn)
  -0.23, -0.9, 5%, i, ., -0.21, -0.3, ., ., -0.73, 1222, 54*, 762*, ., 0.62, ., 1002, ., .
Nc1c(C(=O)C2CC2)sc2nc3c(cc12)CCC3
  0.35, -0.1, -98%, i, 1.6, 0.15, -0.24, -7, i, -0.31, 1046, 0, 730, -8, 0.26, 4.3, 1495, -18, 2.4

Source: PubChem BioAssay (several laboratories)
